# TRPM1 prom inh – inhibitors of MITF-dependent TRPM1 promoter reporter, primary screen, cell-based, SK-MEL-5, single point, luciferase. SK-MEL-5 TRPM1 promoter luciferase, 24 h. inhibition, % at 12.5 µM. actives 0.83% (n = 330,000). AID 488899, 2010;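 active = mean inhibition across replicates of 60% or more, whatever share of single replicates reaches that level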; note: values of inactives mirror those of a sister screen read the other way
# TRAIL sens C8 – viability loss with TRAIL in NB7+C8 cells, primary screen, TRAIL sensitizer project, cell-based, ATPlite luminescence | actives 1% (n = 360,000) | inhibition (viability loss, TRAIL sensitization), % at 10 µM;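 active = compounds causing at least 50% loss of cell viability in the single-dose screen, relative to plate controls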
# Peg3 prom inh – Peg3 promoter-driven luciferase inhibitors, primary screen, cell-based, HeLa, luciferase luminescence | HeLa PEG-Prom luciferase reporter, overnight | actives 1.7% (n = 360,000) | inhibition, % at 20 µM;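 active = inhibition of at least 50% at 20 µM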
# KKLEB tox – cytotoxicity in KKLEB CF airway cells, primary screen, cytotoxicity control for CF NF-kB inhibitor project, cell-based, uHTS, fluorescence assay plates; actives 0.36% (n = 360,000); AID 602141, 2011; KKLEB CF airway cells viability, ATPlite luminescence, overnight; active compounds read low; cells stimulated with P. aeruginosa culture filtrate; activity change (cytotoxicity), % at 5 µM;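 active = corrected activity change at or below -50% at 5 µM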
# LMP1 NFkB inh – EBV LMP1-driven NF-kappaB luciferase reporter inhibitors, primary screen, cell-based, luminescence, single point | LMP1-induced NF-kappaB luciferase reporter cells | inhibition, % at 12.5 µM | actives 0.69% (n = 350,000) | AID 504558, 2011; in the data active = inhibition above about 41%;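 note: 0% = neutral control wells and 100% = reference inhibitor control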
# NR2E3 ag-1 – NR2E3 agonists in two-hybrid cells, primary screen, cell-based, luminescence, CHO-S, Gal4-NCOR/VP16-NR2E3 | Photoreceptor-specific nuclear receptor (Homo sapiens), Q9Y5X4 | luciferase | inhibition of corepressor binding, % at 3.98 µM | actives 0.35% (n = 360,000) | AID 602229, 2012;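 active = inhibition above the mean of all tested compounds plus 3 SD, cut at about 70% in these data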;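 note: 0% = DMSO with NR2E3 transfected cells and 100% = cells lacking NR2E3 construct; higher means lower luciferase signal from less NR2E3 corepressor binding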
# Target sequence (Q9Y5X4 whole entry, looked up, the tested form may be a part): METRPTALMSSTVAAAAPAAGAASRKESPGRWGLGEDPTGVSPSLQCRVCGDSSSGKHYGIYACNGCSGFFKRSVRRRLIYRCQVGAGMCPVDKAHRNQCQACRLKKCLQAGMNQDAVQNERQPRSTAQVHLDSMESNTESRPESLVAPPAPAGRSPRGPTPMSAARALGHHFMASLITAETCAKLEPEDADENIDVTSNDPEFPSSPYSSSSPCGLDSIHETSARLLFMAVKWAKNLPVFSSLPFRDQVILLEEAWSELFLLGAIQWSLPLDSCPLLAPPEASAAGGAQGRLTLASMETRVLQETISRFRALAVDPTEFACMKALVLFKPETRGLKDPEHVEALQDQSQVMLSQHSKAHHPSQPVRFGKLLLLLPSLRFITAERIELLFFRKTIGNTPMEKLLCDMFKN
# HIF-2a block – HIF-2a reporter inhibitors, primary screen, luminescence, 786-0 RCC cells; 786-0 RCC cells HIF-2a reporter, luciferase luminescence, overnight; inhibition, % at 18.8 µM; actives 0.72% (n = 360,000); AID 624352, 2012;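 active = inhibition of the luminescence signal of 40% or more relative to plate controls, in a single-dose primary screen at 18.75 µM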
# iPSC survival up – enhancers of single-cell hiPSC survival, primary screen, ATPlite luminescence; actives 0.044% (n = 360,000); survival enhancement, % at 20 µM; 100% = ROCK inhibitor wells, 0% = DMSO; in the data active = survival enhancement above about 18%;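 note: cells exposed to compounds for 16 hours before the ATP read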
# CF NFkB block – inhibitors of PAF-induced NF-kB signaling, primary screen, cell-based, GFP fluorescence, uHTS | KKLEB NF-kB-GFP reporter, GFP fluorescence overnight | actives 0.86% (n = 360,000) | inhibition, % at 5 µM;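 active = at least 50% inhibition at 5 µM, scaled per plate between neutral and stimulator controls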;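 note: PAF is a Pseudomonas aeruginosa culture filtrate used as stimulus; plate controls were PAF-stimulated DMSO wells for no effect and unstimulated DMSO wells for full effect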
# NR2E3 ag-2 – inhibitors of NR2E3-RetCOR corepressor binding, primary screen, NR2E3 agonist project, biochemical, TR-FRET, GST-NR2E3, biotin-RetCOR; actives 0.12% (n = 320,000); Photoreceptor-specific nuclear receptor (Homo sapiens), Q9Y5X4; 1536-well; AID 2300, 2010; inhibition of corepressor binding, % at 4.78 µM;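 active = percent inhibition above the cutoff of mean plus 3 SD of all tested compounds, set per screening campaign, cut at about 20% in these data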;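 note: 0% = DMSO wells and 100% = biotin wells as full block of FRET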
#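 System: GST-tagged NR2E3 plus biotinylated RetCOR corepressor; Amount: 1.35 nM GST-tagged NR2E3 final; Dosing: single nominal compound dose of 4.8 µM; Schedule: 5 h incubation at 4 °C; Technique: TR-FRET with europium anti-GST and streptavidin-D2, 340 nm excitation; Controls: biotin wells as high control, 0.6% DMSO wells as low control.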
# Shn3 inh set2 – reduction of Shn3 3'UTR firefly luciferase signal, primary screen, Schnurri-3 inhibitor project, cell-based, Clone20 osteoblasts, set 2. Clone20 osteoblast Shn3 3'UTR firefly luciferase, 24 h. inhibition, % at 12.5 µM. actives 0.52% (n = 360,000). AID 588674, 2011;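 active = mean inhibition of at least 75% with every replicate also reaching 75%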;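 note: 0% = median of neutral control wells and 100% = pilot-screen positive control compound; some compounds past the cut are filed as inactive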
# * hit, by the source's call; . = no result given.
SMILES,TRPM1 prom inh,TRAIL sens C8,Peg3 prom inh,KKLEB tox,LMP1 NFkB inh,NR2E3 ag-1,HIF-2a block,iPSC survival up,CF NFkB block,NR2E3 ag-2,Shn3 inh set2
COC1CCN(C(=O)C2CCC(=O)N(CCc3cccc(F)c3)C2)CC1 (stereo not given),-4,-8,-60,13,-12,-13,-94,-0.3,13,4,-11
CC(=O)c1ccc(N(C(=O)Cc2c[nH]c3ccccc23)C(C(=O)NC2CCCCC2)c2cccs2)cc1 (stereo not given),-9,-9,-45,6,-16,-60,-76,0.9,-8,1,-7
Cc1ccccc1N(CC(=O)NC1CCCCC1)C(=O)CCC(=O)Nc1nccs1,-3,5,4,4,2,-3,11,0.0,3,1,-9
O=C(Nc1ccccc1)c1cnc(-c2ccccc2)nc1-c1ccccc1,6,9,0,0,3,-16,7,0.3,-1,-2,15
Cc1ccnc2nc(C(=O)OCC(=O)c3ccc(NC(=O)CC(C)C)cc3)nn12,-14,2,12,2,-5,-42,-9,-2.8,9,.,-9
COc1ccc(CCN2C(=O)CC(NNC(=O)c3ccc(F)cc3)C2=O)cc1OC (stereo not given),-4,-5,15,-16,10,-18,20,0.5,20,2,-13
O=C(NNC(=O)c1cc(-c2ccccc2)nc2ccccc12)c1csc(N2CCOCC2)n1,0,17,1,3,6,-36,-18,0.6,-55,1,6
COc1ccc(N(C(=O)C(C)C)S(=O)(=O)c2ccc3ccccc3c2)cc1,-5,-3,18,-11,-106,-17,10,0.1,17,1,17
CC(=O)N1N=C(c2cccc([N+](=O)[O-])c2)OC1c1ccc(Cl)cc1Cl (stereo not given),2,-8,-1,2,-5,-24,-16,-1.1,6,0,-15
C/C(=N\Nc1ccc([N+](=O)[O-])cc1)c1cccc(N)c1,-102,-15,-296,28,-46,-104,-461,-0.6,-68,-2,-49
CCCN1Cc2cccc(C(=O)Nc3ccc(S(=O)(=O)N4CCCCCC4)cc3)c2C1=O,-3,-5,16,-35,-3,-33,-2,-0.6,34,.,-17
CC1=NN(C(N)=S)C(=O)C1N=Nc1cc(Cl)ccc1Cl (stereo not given),-2,4,-15,-5,6,7,-102,0.7,3,6,13

# Quoted from above, 2 compounds:
SMILES,TRPM1 prom inh,TRAIL sens C8,Peg3 prom inh,KKLEB tox,LMP1 NFkB inh,NR2E3 ag-1,HIF-2a block,iPSC survival up,CF NFkB block,NR2E3 ag-2,Shn3 inh set2
COC1CCN(C(=O)C2CCC(=O)N(CCc3cccc(F)c3)C2)CC1 (stereo not given),-4,-8,-60,13,-12,-13,-94,-0.3,13,4,-11
CC(=O)c1ccc(N(C(=O)Cc2c[nH]c3ccccc23)C(C(=O)NC2CCCCC2)c2cccs2)cc1 (stereo not given),-9,-9,-45,6,-16,-60,-76,0.9,-8,1,-7

# Going on with the list.
SMILES,TRPM1 prom inh,TRAIL sens C8,Peg3 prom inh,KKLEB tox,LMP1 NFkB inh,NR2E3 ag-1,HIF-2a block,iPSC survival up,CF NFkB block,NR2E3 ag-2,Shn3 inh set2
COc1ccc(NC(=O)N(C)[C@H]2C[C@H]3c4[nH]c5ccc(-c6ccc(OC)cc6)cc5c4CCN3C[C@H]2[C@H](C)O)cc1,.,24,98*,1,0,-8,-62,-2.6,22,.,15
NC(=O)NCC1CC1,4,-18,1,-2,-1,-13,4,-0.3,2,0,-3
Cc1ccnc2nc(C(=O)OCC(=O)N(Cc3ccccc3)C(C)C)nn12,11,3,-4,14,-4,-10,0,2.2,-24,.,0
Cc1ccc(S(=O)(=O)N2CC(C)N(C(=O)N3CCOCC3)C2C)cc1 (stereo not given),-4,-8,-2,0,-2,-2,1,-0.5,-8,-2,5
COc1ccc(C(CNC(=O)c2cccc(S(=O)(=O)N3CCOCC3)c2)N2CCCC2)cc1 (stereo not given),0,-12,12,-1,-1,3,-1,-0.2,3,-5,9
COc1ccc(CCNC(=O)c2c(O)c3ccccc3[nH]c2=O)cc1OC,-17,-7,23,-11,3,-22,12,-0.2,13,.,6
COc1ccccc1NC(=S)N1CCC(c2nc3cc(C)c(C)cc3[nH]2)CC1,7,-8,-37,-25,-6,12,-40,0.4,22,0,21
COc1ccc(CNC(=O)c2cc3c(=O)n4ccccc4nc3n(CC3CCCO3)c2=N)cc1 (stereo not given),7,3,-2,-1,-13,-15,17,-1.1,-17,0,1
CCCCN1CCNC[C@@H]1c1ccccc1,3,-9,-1,1,-1,-5,14,-0.2,4,3,-4
COc1ccc(CCN(C(=O)c2ccco2)C(C(=O)NC2CCCC2)c2ccncc2)cc1OC (stereo not given),12,-14,11,-4,-16,-5,15,5.5,8,2,0
Cc1cc(C(=O)c2ccccc2)c(NC(=O)CN2CCOCC2)s1,14,-4,8,2,2,-6,20,3.4,1,2,21
CC(C)Cn1cnc2c(SCCc3ccccc3)nc(N)nc21,-40,21,-148,-5,-6,-64,-179,-4.4,15,.,-16

# Ordered by count of non-hydrogen atoms (highest first): ten of the compounds above
SMILES,TRPM1 prom inh,TRAIL sens C8,Peg3 prom inh,KKLEB tox,LMP1 NFkB inh,NR2E3 ag-1,HIF-2a block,iPSC survival up,CF NFkB block,NR2E3 ag-2,Shn3 inh set2
COc1ccc(CCN(C(=O)c2ccco2)C(C(=O)NC2CCCC2)c2ccncc2)cc1OC (stereo not given),12,-14,11,-4,-16,-5,15,5.5,8,2,0
COc1ccc(CNC(=O)c2cc3c(=O)n4ccccc4nc3n(CC3CCCO3)c2=N)cc1 (stereo not given),7,3,-2,-1,-13,-15,17,-1.1,-17,0,1
COc1ccc(C(CNC(=O)c2cccc(S(=O)(=O)N3CCOCC3)c2)N2CCCC2)cc1 (stereo not given),0,-12,12,-1,-1,3,-1,-0.2,3,-5,9
COc1ccccc1NC(=S)N1CCC(c2nc3cc(C)c(C)cc3[nH]2)CC1,7,-8,-37,-25,-6,12,-40,0.4,22,0,21
Cc1ccnc2nc(C(=O)OCC(=O)N(Cc3ccccc3)C(C)C)nn12,11,3,-4,14,-4,-10,0,2.2,-24,.,0
Cc1ccc(S(=O)(=O)N2CC(C)N(C(=O)N3CCOCC3)C2C)cc1 (stereo not given),-4,-8,-2,0,-2,-2,1,-0.5,-8,-2,5
Cc1cc(C(=O)c2ccccc2)c(NC(=O)CN2CCOCC2)s1,14,-4,8,2,2,-6,20,3.4,1,2,21
CC(C)Cn1cnc2c(SCCc3ccccc3)nc(N)nc21,-40,21,-148,-5,-6,-64,-179,-4.4,15,.,-16
CCCCN1CCNC[C@@H]1c1ccccc1,3,-9,-1,1,-1,-5,14,-0.2,4,3,-4
NC(=O)NCC1CC1,4,-18,1,-2,-1,-13,4,-0.3,2,0,-3

# Next compounds follow:
SMILES,TRPM1 prom inh,TRAIL sens C8,Peg3 prom inh,KKLEB tox,LMP1 NFkB inh,NR2E3 ag-1,HIF-2a block,iPSC survival up,CF NFkB block,NR2E3 ag-2,Shn3 inh set2
COc1ccc(NC(=O)COc2cccc(-n3cnnn3)c2)cc1,-6,-6,-7,1,-3,30,-9,-0.4,-3,4,5
COc1cc(NC(=S)NCc2ccco2)c(OC)cc1Cl,12,0,9,0,6,-10,-4,1.8,-5,4,8
COC(=O)C1CCN(C(c2cc(OC)c(OC)c(OC)c2)c2sc3nc(C)nn3c2O)CC1 (stereo not given),.,-3,-1,7,-5,7,-6,-2.6,-5,1,-1
CCN(CC)C(=O)c1cccc(-c2csc(C(C)(O)c3ccc(OC)cc3)n2)c1 (stereo not given),.,24,44,-7,.,29,20,-1.9,-4,.,19
O=C1c2ccc(Cl)cc2S(=O)(=O)c2cccc(C(=O)N3CCN(c4ncc(Br)cn4)CC3)c21,8,45,10,-6,13,-41,5,-1.1,10,-1,4
O=C(Nc1nc(-c2cc(F)ccc2F)cs1)c1ccccn1,-21,21,-95,1,-11,-16,-187,-0.6,-18,0,-37
CCc1cccc(NC(=O)C2CCN(S(=O)(=O)c3ccc4[nH]c(=O)ccc4c3)CC2)c1,.,3,11,2,2,6,10,1.1,10,1,-15
Cc1cc(NC(=O)COC(=O)c2ccc(S(=O)(=O)N3CCCC3)cc2)no1,1,-4,5,2,2,0,8,0.4,-4,0,3
Cc1ccc(-c2ccc(CCC(=O)O)n2CC(=O)O)cc1,1,-12,4,15,11,-3,17,1.2,1,0,-3
CC1CCN(Cc2c(C(=O)N/N=C/c3cc(Cl)ccc3O)nnn2-c2nonc2N)CC1,35,-2,76*,-11,35,17,8,-0.7,33,1,90*
CCCS(=O)(=O)N1CCCC(C(=O)NCCCN2CCN(c3ccccc3F)CC2)C1 (stereo not given),10,-7,9,-3,-3,-9,16,-1.9,-5,1,0
CN(C)c1ccc(/C=N/NC(=O)CCCCCNC(=O)c2ccccc2)cc1,-39,2,-99,-6,-4,3,-132,0.0,9,-3,-25
Cc1oc2cc(O)ccc2c(=O)c1-c1nncn1-c1ccccc1,2,-5,0,16,4,8,7,1.2,-3,-2,8
CC(Sc1nncn1C)C(=O)Nc1ccccc1-c1ccccc1 (stereo not given),9,-14,-6,-1,-3,-10,11,2.8,-12,2,-3
C=C1CC(C)OC(c2ccccc2OCC(O)CN2CCCCC2)C1 (stereo not given),3,4,-4,5,-3,-5,5,-3.0,1,-1,3
CC(C)NC(=O)C1CCN(C2CCN(CC3CC=CCC3)CC2)CC1 (stereo not given),8,-1,-2,-12,-4,15,8,1.6,0,-3,4
CCOc1cc(-c2sc(Nc3ccc(CC)cc3)n[n+]2-c2ccccc2)ccc1OC,-2,8,5,13,7,-16,-17,-1.3,-17,-4,12
CCOC(=O)c1c(NC(=O)C(Sc2ccccc2)c2ccccc2)sc(C(N)=O)c1C (stereo not given),-7,12,24,-11,-7,-5,17,-1.5,8,2,14
Brc1ccc(-c2ccc(CNCc3ccccn3)o2)cc1,-9,8,-214,-30,-17,-52,-177,0.8,6,5,-7
NC(=O)CSc1nnc(CSc2ncccn2)n1-c1ccccc1,-8,-7,2,8,-1,4,21,-4.0,11,5,-10
COc1cccc(NC(=O)Cc2nnc(SCC(=O)NC3CCCCC3)n2C)c1,0,-13,-2,0,3,2,8,-0.3,3,3,14
CCOCCCNC(=O)CN1N=C(c2ccc(C)cc2)CCC1=O,4,-26,-1,4,-1,10,12,-0.3,2,6,-25
O=[N+]([O-])c1ccc(/C=N/NC(=S)Nc2ccccc2F)o1,20,25,-31,4,-3,-5,-66,-2.0,-12,0,-5

# Screening results as filed in PubChem.

# A portion of the library. The share of hits here may be higher or lower than overall.
